Source: PubChem (National Center for Advancing Translational Sciences (NCATS))
RGS4 inhibitor – blocks human RGS4-accelerated GTP hydrolysis; actives 0.039% (n = 390,000); Transcreener GDP fluorescence polarization, RGS4-accelerated GTP hydrolysis; P49798; Potency, µM (doses to about 114 µM), without a hit: top-dose activity change, negative = inhibition, hits mostly inhibitors; note: potency is the fitted concentration of half-maximal effect; % is set by controls: 0 for no effect and ±100 for the full control effect; nearly all actives have a fitted effect of over 75% in size; some results filed as inactive show a strong effect at the top dose
Target sequence (P49798 whole entry, looked up): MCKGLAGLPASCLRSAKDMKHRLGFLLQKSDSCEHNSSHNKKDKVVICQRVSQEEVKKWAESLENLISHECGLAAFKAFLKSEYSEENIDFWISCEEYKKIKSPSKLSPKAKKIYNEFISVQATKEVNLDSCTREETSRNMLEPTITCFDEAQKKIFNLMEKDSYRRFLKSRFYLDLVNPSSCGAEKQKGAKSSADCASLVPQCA
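MLSMR compounds (23 nl, pin-transferred) preincubated 10 min at room temperature with a 500nM (2x) first reagent, then RGS4 at 900nM (2x) plus Transcreener GDP mix added; fluorescence polarization (620/688 nm) read before and after 90 min at 30 °C.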
ERG Ets-DNA blk – ERG Ets/DNA interaction inhibition | AID 624246 | actives 0.028% (n = 370,000) | P11308 | fluorescence polarization, His-ERG Ets domain / labelled DNA | Potency, µM (titrated, usually from 76.9 µM), for the others: at the highest dose FP activity, negative = inhibition, hits mostly inhibitors; active = well fitted inhibition curve with a large enough effect in the polarisation, with a control signal flat; inconclusive = small, poorly fitted or top-dose-only effect, or effect the other way, or a change in a side signal; inactive = no such curve, though single readings can be large or run the other way; the % refers to the polarisation;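 note: polarization taken with two DNA probes labelled with fluorescein and Texas red; potency is the fitted concentration of half-maximal effect; % of control where 0% means no effect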
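His-tagged ERG Ets domain (1 uM in the protein solution; 300mM KCl, 50mM Tris-HCl, 1mM EDTA, 1mM DTT, pH 7.5) received compound, then a probe mix of 5 nM fluorescein-DNA and 100nM Texas-615-DNA. Fluorescence polarization was read for both dyes.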
PI4K2A inh – PI4K2A (human) kinase inhibition; actives 0.13% (n = 420,000); Q9BTU6; activity change, negative = inhibition, % at 76.9 µM; purified PI4K2A, ADP-Glo luminescence, 1 h; active compounds read low; AID 1346378; in the data active = activity change below about -50%; inconclusive = mostly about -30% to -49%;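 note: -100% = wells without enzyme as full effect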
Target sequence (Q9BTU6 whole entry, looked up): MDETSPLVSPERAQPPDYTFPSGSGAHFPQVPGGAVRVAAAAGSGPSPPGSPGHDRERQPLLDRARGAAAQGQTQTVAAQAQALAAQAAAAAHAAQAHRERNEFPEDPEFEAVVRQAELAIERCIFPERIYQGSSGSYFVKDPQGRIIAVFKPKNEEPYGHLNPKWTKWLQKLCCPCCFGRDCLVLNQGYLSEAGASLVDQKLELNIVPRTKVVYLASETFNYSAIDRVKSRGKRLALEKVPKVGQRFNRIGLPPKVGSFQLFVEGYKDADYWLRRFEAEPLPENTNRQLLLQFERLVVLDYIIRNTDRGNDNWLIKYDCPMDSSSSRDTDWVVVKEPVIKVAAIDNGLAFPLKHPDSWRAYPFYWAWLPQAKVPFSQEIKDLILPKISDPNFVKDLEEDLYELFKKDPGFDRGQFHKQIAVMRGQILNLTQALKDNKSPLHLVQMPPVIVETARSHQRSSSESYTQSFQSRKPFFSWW
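ADP-Glo luminescence measured ADP generated by PI4K2A enzyme (4 ug/mL before mixing) with 1.2 mM PI substrate (pre-mix) and 300 microM ATP (pre-mix). Tris pH7.5 buffer with MgCl2, Triton X-100; 1 h reaction at ambient temperature.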
JMJD2A Tudor inh – inhibitors of human JMJD2A Tudor domain. O75164. AlphaScreen JMJD2A-Tudor / H3K4me3 peptide binding. Potency, µM (series often up to 114 µM), for the others: at the top dose activity change, negative = inhibition, usual class: inhibitors. actives 4.4% (n = 390,000); note: potency is the fitted concentration of half-maximal effect; % is set by controls: 0 for no effect and ±100 for the full control effect; nearly all actives have a fitted effect of over 50% in size
ALOX12 inh – blocks human arachidonate 12S-lipoxygenase; purified 12hLO, xylenol orange hydroperoxide absorbance; actives 1.1% (n = 580,000); Potency, µM (top dose mostly 108 µM), for the others: at the top dose activity change, negative = inhibition, usual class: inhibitors; P18054; note: potency is the fitted concentration of half-maximal effect; % is set by controls: 0 for no effect and ±100 for the full control effect
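Purified human 12hLO (150 nM final) in 25 mM Hepes, 0.01% Triton X-100, pH 7.0 was preincubated 15 min at room temperature with compound. Then 40 uM arachidonic acid was added, 30 min. Hydroperoxide was read by Fe-XO absorbance ratio 573/405 nm.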
G9a inh – G9a (human) methyltransferase inhibition. Q96KQ7. G9a H3K9 monomethylation, AlphaScreen, 2 h. Potency, µM (series often up to 102 µM), for the others: top-dose activity, negative = inhibition, usual class: inhibitors. actives 8.8% (n = 350,000); note: potency is the fitted concentration of half-maximal effect; % is set by controls: 0 for no effect and ±100 for the full control effect; nearly all actives have a fitted effect of over 75% in size
Target sequence (Q96KQ7 913-1193 limits assumed): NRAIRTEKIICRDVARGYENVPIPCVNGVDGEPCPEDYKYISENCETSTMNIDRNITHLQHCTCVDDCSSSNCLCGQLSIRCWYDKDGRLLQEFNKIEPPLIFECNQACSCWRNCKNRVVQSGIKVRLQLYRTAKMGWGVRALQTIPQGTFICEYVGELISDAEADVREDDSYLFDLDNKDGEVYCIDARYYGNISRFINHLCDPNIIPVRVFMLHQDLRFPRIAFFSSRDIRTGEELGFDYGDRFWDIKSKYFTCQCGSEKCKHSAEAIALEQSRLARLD
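G9a (20 nM) was preincubated 15 min with compound, then reacted 2 h at room temperature with 500 nM biotin-H3K9 peptide and 20 µM SAM. Monomethyl-H3K9 detected by AlphaScreen using anti-H3K9me1 antibody.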
HP1b binding inh – HP1-beta chromodomain-methylated histone interaction inhibition | AlphaScreen HP1-beta / biotin-H3K9me3 peptide binding | P83916 | actives 0.56% (n = 390,000) | AID 540317 | Potency, µM (top dose mostly 114 µM), for the others: at the highest dose activity change, negative = inhibition, usual class: inhibitors; note: potency is the fitted concentration of half-maximal effect; nearly all actives have a fitted effect of over 70% in size; inactives centre near 23
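AlphaScreen: HP1-beta (50 nM) preformed 30 min with biotin-H3(1-18)K9me3 peptide (50 nM) in PBS pH 7.4, 0.01% Tween-20. Compound added for 30 min at RT, then streptavidin donor/nickel chelate acceptor beads (10 ug/mL) for 30 min.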
BAZ2B block – BAZ2B (human) inhibition | Q9UIF8 | actives 4.4% (n = 360,000) | Potency, µM (top dose mostly 114 µM), for inactives: at the highest dose activity change, negative = inhibition, usual class: inhibitors | AlphaScreen BAZ2B-H3K14Ac peptide displacement; note: potency is the fitted concentration of half-maximal effect; % is set by controls: 0 for no effect and ±100 for the full control effect; nearly all actives have a fitted effect of over 60% in size
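Complex of BAZ2B and biotin-H3K14Ac (50 nM apiece) forms over 30 min at RT, then faces library compounds up to 110 uM for another 30 min; AlphaScreen beads added, 20 min dark incubation, luminescence read.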
GLS inh – glutaminase GLS (human) inhibition; Potency, µM (top dose mostly 45.5 µM), for the others: top-dose activity change, negative = inhibition, hits mostly inhibitors; GLS enzymatic activity, qHTS titration; AID 624170; O94925; actives 0.21% (n = 410,000); note: potency is the fitted concentration of half-maximal effect; % is set by controls: 0 for no effect and ±100 for the full control effect
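hKGA; 45 mM KH2PO4 pH 8.2 + 0.02% Tween-20; cpd via pin tool; 1 mM Gln soln; GluOx/HRP/Amplex Red; RT 30 min; fluor. t0 & final.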
* hit, by the source's call; ? = inconclusive; . = not tested or not shown; & = joins results of further samples; [ ] = remark or other dose. Unless noted, calls come from the whole dose curve; as a rule, active = well fitted curve in the direction sought with a large enough effect; inconclusive = small, poorly fitted or top-dose-only effect, or another doubt; inactive = no such curve, though single readings can be large; an effect the other way counts as inactive or inconclusive. Not all compounds are listed. The share of hits here may be higher or lower than overall.

SMILES	HP1b binding inh	G9a inh	PI4K2A inh	RGS4 inhibitor	ERG Ets-DNA blk	BAZ2B block	GLS inh	JMJD2A Tudor inh	ALOX12 inh
Cc1cccc2sc(NNC(=O)c3ccc(S(=O)(=O)N4CCc5ccccc5C4)cc3)nc12	-14.8%	39.8µM*	3.0	-45.7%	13.1%	3.98µM*	-10.9%	8.91µM*	?
CC(NC(=O)NCC1CCCO1)(C(F)(F)F)C(F)(F)F (stereo unspecified)	21.6%	-7.4%	5.8	10.5%	-10.0%	-4.0%	13.9%	5.3%	0.0%
CC(C)(C)c1nc(CN2CCOCC2)ccc1O	9.4%	52.0%[activator][59 µM]	-3.6	-15.7%	-2.0%	63.5%[activator]	14.0%	?	-4.5%
CN(C(=O)Cn1cccc1C1=NC(c2ccccc2)CO1)c1ccccc1 (stereo unspecified)	25.0%	-46.5%	-0.2	-8.9%	-4.9%	.	11.9%	-24.1%	-3.5%
COc1ccc(CNC(=O)CCSCc2cccc(Cl)c2)c(OC)c1	5.5%	23.1%[59 µM]	1.2	-1.6%	1.9%	10.2%	0.5%	-3.8%	-9.3%
O=c1n(Cc2ccc(F)cc2)nc2n1-c1ccccc1SC2	37.8%	.	-1.0	-24.0%	-17.2%	-2.0%	-1.9%	18.1%	20.2%
CCCCN1C(=O)C(NC(=O)C2CC2)(C(F)(F)F)C2=C1CC(C)(C)CC2=O (stereo unspecified)	33.0%	4.5%	2.6	-12.7%	-6.7%	-2.9%[57.1 µM]	-0.7%	-7.4%	1.9%
Cc1ccccc1Nc1cc(C(=O)NC2CCCC2)c2ccccc2n1	13.7%	11.4%[59 µM]	-5.0	-4.4%	1.2%	.	1.0%	-15.7%	-10.4%
Cc1cc2n(n1)CCCN2C(=O)Nc1ccc(C)c(Cl)c1	28.8%	-2.6%[59 µM]	-1.6	-16.0%	-0.5%	2.3%	0.4%	4.4%	-19.1%
COc1cc(Nc2nc(SCc3cccc(Cl)c3)nc3ccccc23)cc(OC)c1	68.1%[activator]	36.0%[59 µM]	-0.9	14.9%	1.0%	9.5%	-14.3%	8.7%	?
COc1c2c(nc3occc13)C(CC=C(C)C)(OC)C(=O)C=C2 (stereo unspecified)	11.5%	-1.8%	9.4	-10.9%	1.7%	-27.6%	5.4%	-11.2%	-0.7%&3.7%
Cc1onc(C(=O)N2CCN(Cc3ccccc3)CC2)c1[N+](=O)[O-]	43.4%[activator]	18.9%	-1.2	-10.9%	3.8%	-5.7%	0.1%	-12.7%	274.2%[activator]
CCOC(CNC(=O)C(=O)Nc1cc2c3c(c1)CC(=O)N3CCC2)OCC	71.5%[activator]	14.3%	-0.8	-21.4%[56.9 µM]	16.2%	-2.8%	2.3%	-8.8%	0.0%
COc1ccc(CN2C(=O)N(c3ccc(F)cc3)C(=O)C2CC(=O)Nc2ccccc2)cc1 (stereo unspecified)	21.8%	-30.4%[59 µM]	0.2	18.1%	-1.9%	-7.2%	-2.6%	-10.3%	-22.0%
COc1cccc(CNC(=O)Cn2cccc2C(=O)c2ccccc2C)c1	41.4%[activator]	7.9%	9.9	-2.1%[11.4 µM]	0.3%	-29.0%	-5.0%	-18.3%	-24.5%
COc1ccc(/C=N/n2cnnc2SCc2ccc(OC)cc2)cc1	11.0%	-49.2%[59 µM]	1.6	3.7%	6.0%	3.5%	10.9%	-17.1%	-4.8%
Cc1ccc(CCNC(=O)c2cc(-c3ccncc3)nc3ccccc23)cc1	42.9%[activator]	15.6%	-3.7	13.8%[56.9 µM]	-8.0%	-3.7%	8.8%	-12.2%	5.0%
O=C(CCCc1cccs1)Nc1nc2c(s1)CCCC2	-24.2%	9.2%[12.7 µM]	-1.8	?	5.0%	?	-2.0%	?	?
Cc1ccc(C)c(S(=O)(=O)N2CCN(CC(=O)NC(=O)NCc3ccccc3)CC2)c1	19.9%	-30.7%[12.7 µM]	4.3	20.2%	-3.5%	-8.6%	-3.7%	-1.4%	7.0%
O=C(Cn1ncc2c1-c1ccccc1OC2)N1CCN(c2ccccc2)CC1	18.7%	4.9%[59 µM]	-1.7	-5.7%	0.3%	-10.0%	19.7%	-2.2%	1.3%
Cc1ccc(NC(=O)C2CCCC2)cc1Cl	-8.4%	.	-18.4	-4.6%	11.2%	.	-0.8%	-2.0%	250.0%[activator]
CCCCn1c(SCC(N)=O)nc2ccc(N3CCOCC3)cc2c1=O	53.8%[activator]	?	-6.8	-36.5%	-2.8%	-5.4%	2.7%	-21.4%	0.0%
COc1cc(S(=O)(=O)N2CCCN(C)CC2)ccc1NC(C)=O	6.0%	-15.5%	0.1	-1.3%	-3.0%	-1.3%	0.1%	-6.1%	4.9%
CCOC(=O)N1CCN(C(=O)CN(c2cccc(C(F)(F)F)c2)S(C)(=O)=O)CC1	26.4%	7.5%	-0.1	-8.6%[56.9 µM]	-5.2%	-4.0%	-0.6%	-18.3%[57.1 µM]	0.0%
O=C(Cn1nnc(-c2ccccc2)n1)OCc1ccccc1	193.2%	-9.5%[0.0925 µM]	1.8	-5.3%	-9.1%	98.9%[activator]	-4.5%	90.9%[activator]	0.0%
CCN(CC)CCn1c(NCc2cc(OC)ccc2OC)nc2ccccc21	4.6%	?	-4.2	?	8.1%	-32.5%	79.2%[activator]	50.1µM*	?
COc1cc(C2NC(=O)NC(C)=C2C(=O)OC(C)(C)C)ccc1OCC(=O)O (stereo unspecified)	12.1%	0.5%[59 µM]	1.8	3.0%	3.4%	4.7%	2.8%	?	2.2%
Cc1cc(=O)oc2cc(OCC(=O)OCC(=O)Nc3ccc(C(C)C)cc3)ccc12	34.1%	-28.8%[59 µM]	-1.3	-2.1%	?	-2.2%	-6.3%	-16.0%	?
O=C(Nc1ccc(C(=O)O)cc1)Nc1cccc2ccccc12	22.5%	1.6%	-5.0	-19.2%	2.5%	?	13.5%	-9.6%	0.4%
CNCc1ccccc1Sc1cccc2ccccc12	-0.5%	-13.3%[59 µM]	3.0	33.3%	.	-7.8%	12.2%	-20.7%	-17.0%
COc1ccccc1NS(=O)(=O)c1cccc(C(=O)OCC(=O)Nc2cc(C)on2)c1	32.5%	4.9%	3.8	-21.6%	-5.3%	-29.0%	-3.2%	-26.4%	0.0%
Cc1cccc(N/C=C(\[N+](=O)[O-])S(=O)(=O)c2ccccc2)c1C	11.3%	-26.2%	7.1	-14.6%	3.3%	-31.2%	0.0%	-33.6%	?
COc1ccc(CNC(=O)COC(=O)c2ccc(S(=O)(=O)NCc3ccco3)cc2)cc1	-2.8%	.	4.0	-6.2%	1.2%	.	-27.9%	-23.2%	5.3%
CCOc1ccc(NC(=O)CSC2=Nc3ccccc3C3=NC(CCC(=O)NCc4ccco4)C(=O)N23)cc1 (stereo unspecified)	34.5%	-2.8%[59 µM]	2.0	20.3%	-4.4%	-12.8%	6.1%	-13.0%	-21.7%
Cc1cc2c(=O)n(CC(=O)NCC(=O)N3CCN(Cc4ccccc4)CC3)cnc2s1	18.9%	0.6%[12.7 µM]	7.7	-0.7%	-0.1%	5.9%	5.0%	-4.1%	0.0%
COc1ccc(C(C)(C)C)cc1NC(=O)C1=CC=CN2CCS(=O)(=O)N=C12	32.4%	.	6.9	6.5%	?	.	-9.8%	-9.8%	-24.3%
O=C(NCc1cccnc1)C1CCCN(Cc2cnn(-c3ccccc3)c2-n2cccc2)C1 (stereo unspecified)	25.9%	13.2%	-3.1	-0.1%	5.8%	7.0%	-1.4%	-22.5%	0.0%
N#CCN1C(=O)C2CCCN2c2ccc(S(=O)(=O)N3CCOCC3)cc21 (stereo unspecified)	31.8%	20µM*	-3.0	-23.9%	-5.3%	-26.6%	-16.0%	-9.7%	-14.4%
COc1ccc(Cn2nnnc2CN2CCCCCC2)cc1	-8.2%	.	5.0	-8.8%[11.4 µM]	-11.0%	-7.1%	-0.8%	2.4%	2.4%
COc1cc([N+](=O)[O-])ccc1NC(=O)c1cccc(NC(=O)C(C)C)c1	18.5%	?	-1.9	-11.2%	0.0%	-38.6%	0.0%	-11.1%	1.6%
Cc1noc(C)c1C(=O)Nc1ccc2ccccc2c1	20.5%	10.2%	-2.3	8.5%	-0.8%	-5.3%	10.2%	-17.4%	0.2%
